Screens deposited in PubChem by Sanford-Burnham Center for Chemical Genomics.
Hsp70 inhibitors: small molecules displacing fluorescent ligand from Hsp70 – biochemical, fluorescence polarization, primary screen (AID 583); Hsp70 fluorescence polarization probe displacement, mP; higher % means a stronger effect; displacement, % at 20 µM; hits with a dose series show IC50 in µM; 140,000 tested, 0.06% active; in the data active means displacement above about 50%;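 further: plate controls were vehicle for no effect and reference ligand for full effect; a part of the inactive calls stands beside numbers as strong as those of hits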
MKP-3 inhibition: inhibition of rat DUSP6 enzyme activity – biochemical, in vitro, primary screen (AID 425). recombinant MKP-3 phosphatase activity, fluorescence; higher % means a stronger effect. one-dose inhibition, % at 20 µM; IC50 in µM for titrated hits. 110,000 tested, 0.17% active; in the data active means inhibition above about 50%;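 further: plate controls were vehicle for no effect and reference inhibitor for full effect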
* marks the source's active call; other numbers are inactive results; nt = not tested or not shown; & = joins results of further samples.

SMILES	Hsp70 inhibitors	MKP-3 inhibition
COc1ccc(CN2C(=O)CC(=O)NC2=O)cc1	-3.8%	-4%
COc1ccc(Br)cc1CN1CCN(CCO)CC1	-5.0%	-7%
CCCCn1c(O)c(C(C)=Nc2c(C)n(C)n(-c3ccccc3)c2=O)c(=O)[nH]c1=O	-2.7%	5%
COc1ccccc1CC(=O)N1CCN(C)CC1	-2.7%	0%
CC(C)(C)c1ccc(N2C(=O)CC(=O)NC2=O)cc1	-2.3%	4%
CN1C(=O)C(=Cc2ccccc2Cl)C(=O)N(C)C1=O	4.1%	5%
O=C1Nc2ccc(Br)cc2C1=Cc1nc2ccccc2c(=O)n1-c1ccc(O)cc1	-9.3%	2%
CCc1ccccc1NC(=O)CSc1nnc([C@@H](N)Cc2c[nH]c3ccccc23)o1	2.0%	2%
Cc1cc2c(s1)NC(=O)CN=C2c1cccs1	4.6%	-2%
O=C1NC(=S)NC(=O)C1=Cc1ccc(O)c(O)c1	4.0%	-4%
Oc1ccc(Br)cc1CN1CCN(Cc2cccc(F)c2)CC1	4.6%	1%
O=c1c2ccccc2nc(/C=C/c2ccc3c(c2)OCO3)n1-c1cccc(O)c1	-3.2%	2%
CN1CCN(c2ccc([N+](=O)[O-])c(Br)c2F)CC1	-0.8%	5%
O=C(CCN1C(=O)COc2ccccc21)N1CCC2(CC1)OCCO2	2.0%	5%
Cc1ccccc1CS(=O)(=O)Cc1ccc(C(=O)N2CCC3(CC2)OCCO3)o1	-10%	-6%
O=C(COc1ccccc1)N1CCN(Cc2cccc(Cl)c2)CC1	1.2%	3%
NC(=O)Nc1cccc(C(F)(F)F)c1	6.0%	-11%
O=C(N/N=C1/CN2CCC1CC2)c1cccc(O)c1	-4.9%	nt
CCC(=Nc1ccc(OC)cc1OC)c1c(O)n(C)c(=O)n(C)c1=O	-0.3%	-6%
N=c1c[n+](CC23CC4CC(CC(C4)C2)C3)[n-]o1	0.8%	1%
O=C(COc1ccc(Cl)cc1)N1CCN(Cc2cccc3ccccc23)CC1	6.7%	0%
COC(=O)CC1=C(C(=O)OC)C2(C(=O)Nc3c(C)cccc32)C(C#N)=C(N)O1 (configuration not stated)	-3.0%	-18%
O=c1c2ccccc2nc(/C=C/c2ccccc2[N+](=O)[O-])n1-c1cccc(O)c1	0.4%	0%
c1cc2n(c1)-c1c(ccc3c1OCO3)CNC2c1ccc2c(c1)OCO2 (configuration not stated)	-4.9%	-11%
COc1ccc(CN2CCN(Cc3cccc(C)c3)CC2)cc1Br	-0.3%	2%
Cc1cc(OC(C)C)c2c3c(c(=O)oc2c1)CCC3	0.5%	4%
Cc1cccc(OC(=O)N2CCOCC2)c1	0.3%	-4%
CCCCC12CNCC(C)(CNC1)C2=O	-0.9%	0%
Cc1cc(C=O)c(C)n1C1CCCCC1	2.7%	nt
Cc1nc2ccccc2c(=O)n1-c1ccncc1	0.0%	3%
CCN1CC2([N+](=O)[O-])CC=C(Br)C([N+](=O)[O-])(C1)C2 (configuration not stated)	4.6%	2%
O=C(Cn1ncc2c3ccccc3n(Cc3ccc(F)cc3)c2c1=O)N1CCC2(CC1)OCCO2	-2.9%	-4%
COc1cc(/C=C/[N+](=O)[O-])cc(Br)c1OC(C)=O	5.4%	3%
COc1ccc(-c2nc(CSCC(=O)N3CCC4(CC3)OCCO4)c(C)o2)cc1OC	-0.4%	-1%
Cc1cccc(N=Cc2c(O)n(-c3ccccc3C)c(=O)[nH]c2=O)c1	1.9%	nt
CCOc1ccc(N2C(=O)NC(=O)/C(=C\c3ccc(C)o3)C2=O)cc1	-5.2%	4%
C(#CCN1CCOCC1)COCc1ccccc1	-1.1%	-1%
CCN(CC)CCCOC(=O)C(OC)(c1ccccc1)c1ccccc1	8.5%	nt
O=C1C2CCCN2C(c2cccc(Cl)c2)N1c1ccccn1 (configuration not stated)	0.3%	-1%
O=C(Cn1ncc2ccsc2c1=O)N1CCC2(CC1)OCCO2	4.2%	11%
C[C@@]1(CO)[C@H](O)CC[C@@]2(C)[C@H]1CC[C@H]1C[C@@H]3C[C@@]12CC[C@]3(O)CO	-2.2%	-12%
COc1ccc(CCNC(=O)c2c(N)n(CCN3CCOCC3)c3nc4ccccc4nc23)cc1	-3.3%	-7%
O=C(c1ccccc1)c1cc(Cl)ccc1NC(=O)c1nc[nH]c1C(=O)N1CCCCC1	1.7%	2%
CCCCn1c(=O)c(C(=O)Nc2ccc(I)cc2)c(O)c2ccccc21	6.6%	1%
O=C1C=CC(=O)C(c2cc(Cl)ccc2Cl)=C1	2.8%	11%

Laid out differently: seven of the compounds above
SMILES | Hsp70 inhibitors | MKP-3 inhibition
CCN1CC2([N+](=O)[O-])CC=C(Br)C([N+](=O)[O-])(C1)C2 (configuration not stated) | 4.6% | 2%
O=C(Cn1ncc2c3ccccc3n(Cc3ccc(F)cc3)c2c1=O)N1CCC2(CC1)OCCO2 | -2.9% | -4%
COc1cc(/C=C/[N+](=O)[O-])cc(Br)c1OC(C)=O | 5.4% | 3%
COc1ccc(-c2nc(CSCC(=O)N3CCC4(CC3)OCCO4)c(C)o2)cc1OC | -0.4% | -1%
Cc1cccc(N=Cc2c(O)n(-c3ccccc3C)c(=O)[nH]c2=O)c1 | 1.9% | nt
CCOc1ccc(N2C(=O)NC(=O)/C(=C\c3ccc(C)o3)C2=O)cc1 | -5.2% | 4%
C(#CCN1CCOCC1)COCc1ccccc1 | -1.1% | -1%

Other records:
SMILES	Hsp70 inhibitors	MKP-3 inhibition
C=CCn1c(O)c(C(CC)=Nc2cc(OC)ccc2OC)c(=O)[nH]c1=O	-1.5%	-9%
CCC(=O)Nc1ccc(Cl)c(Cl)c1	-2.8%	3%
Brc1ccc(CN2CCNCC2)cc1	6.1%	2%
O=C1CN(C(=O)CN2CCCCC2)C(c2ccccc2)c2cc(Br)ccc2N1 (configuration not stated)	7.6%	-11%
N#CC1=C(N)Oc2c(c(=O)oc3ccccc23)C1c1cccc([N+](=O)[O-])c1 (configuration not stated)	3.8%	-4%
CCC(=O)N1CC(=O)Nc2ccc(F)cc2C1c1ccccc1 (configuration not stated)	2.9%	9%
O=C(C1CC(=O)N(c2ccc(F)c(Cl)c2)C1)N1CCC2(CC1)OCCO2 (configuration not stated)	0.7%	-3%
CCOC(=O)c1c(C)n(CC(O)CN2CCOCC2)c2cc(Br)c(OC)cc12 (configuration not stated)	4.5%	-3%
CCC(=NCCc1ccccc1)c1c(O)n(C2CCCCC2)c(=O)[nH]c1=O	0.2%	nt
CCCCCCn1c(O)c(C=Nc2c(C)n(C)n(-c3ccccc3)c2=O)c(=O)[nH]c1=O	4.0%	-3%
Cc1ccc(-c2nc3ccccc3c(=O)n2-c2cccc(C)n2)cc1	nt	3%
CC1=CC(=C2C(=O)NC(=O)NC2=O)C=C(C(F)(F)F)N1C(C)C	-2.0%	-11%
O=C(Cc1ccccc1)N1CCN(Cc2ccccn2)CC1	-0.2%	-3%
COc1ccc(C2SCC(=O)Nc3c2c(C)nn3-c2ccccc2)cc1 (configuration not stated)	-4.2%	nt
O=C1CC(=O)N(c2ccc(F)cc2)C(=S)N1	2.0%	-2%
CCOc1ccccc1N1C(=O)NC(=O)C(CCc2ccncc2)(CCc2ccncc2)C1=O	2.9%	nt
COC(=O)C(O)(c1ccc(N(C)S(=O)(=O)c2ccccc2)cc1)C(F)(F)F (configuration not stated)	4.5%	-6%
COc1ccc(CNCCc2cccc(Cl)c2)cc1OC	4.8%	-2%
COC(=O)c1c(C)n(Cc2ccc3c(c2)OCO3)c2ccc(O)cc12	1.2%	-8%
Cc1ccc(N2C(=O)CC(=O)N(C)C2=S)cc1	-0.6%	3%
CCOC(=O)C1(c2ccccc2)CCN(Cc2cccc(C(=O)O)c2)CC1	1.7%	-11%
c1ccc(C(OCCN2CCNCC2)c2ccccc2)cc1	-2.2%	4%
Cc1cc(C)nc(NS(=O)(=O)c2ccc(N=Cc3c(O)n(C)c(=O)n(C)c3=O)cc2)n1	-3.3%	4%
COc1ccccc1-n1c(/C=C/c2ccc(O)cc2)nc2ccccc2c1=O	3.8%	-2%
O=C(NC(O)C(Cl)(Cl)Cl)C1CC=CCC1 (configuration not stated)	1.7%	-6%
Cc1ccccc1C1=NCC(=S)Nc2ccc(Cl)cc21	5.1%	nt
CC12CN3CC(C)(CN(C1)C31CCCC1)C2O (configuration not stated)	-0.1%	4%
CN=C(C)c1c(O)n(C)c(=S)n(C)c1=O	2.6%	3%
Cn1cc(CCC(=O)N2CCC3(CC2)OCCO3)c2ccccc21	-2.1%	-5%
CC(C)N1CCN(Cc2cccc(Br)c2)CC1	-3.6%	4%
COc1ccc(Cl)cc1N=Cc1c(O)n(C)c(=O)n(C)c1=O	-2.5%	3%
O=C(CN1CCOCC1)c1ccc(Br)cc1	0.4%	-1%
CCOc1ccc(-n2c(O)c(C=Nc3ccc(N(CC)CC)cc3)c(=O)[nH]c2=O)cc1	12%	-14%
O=C(CN1CCOCC1)NCC(=O)Nc1ccc(Br)cc1C(=O)c1ccccc1	-2.8%&1.8%	4%
Clc1ccc2c(c1)C(c1ccccc1Cl)=NCc1nnc(Br)n1-2	-1.2%	nt
CCOC(=O)c1ccc(NC(=O)c2c(O)[nH]c(=O)[nH]c2=O)cc1	89%	2%
CCC(=O)Nc1cc(C(=O)N2CCC3(CC2)OCCO3)ccc1S(=O)(=O)c1ccc(C)cc1	-3.6%	nt
CCOc1ccccc1CN(CCc1ccc2c(c1)OCO2)Cc1ccccc1OC	3.0%	5%
O=P(c1ccccc1)(c1nc2ccccc2s1)N1CCOCC1 (configuration not stated)	6.1%	nt
COC(=O)c1cccc(-c2ccc(C=C3C(=O)NC(=S)NC3=O)o2)c1	2.0%	-1%
CN(C)CCOC(=O)c1cn(Cc2ccccc2)c2ccccc12	7.8%	-9%
CCN1CCN(C(=O)Cc2coc3cc(C)cc(C)c23)CC1	-4.7%	-9%
Cc1cccc(-n2c(/C=C\c3ccc(Br)cc3)nc3ccccc3c2=O)c1	-0.1%	4%
CCOC(=O)c1c(C)c(P(=S)(N2CCOCC2)N2CCOCC2)n(C)c1C	-8.7%	-12%
CCN(N=Nc1nonc1OC)c1nonc1OC	2.1%	nt

The list goes on, overlapping the part above by five compounds.
SMILES	Hsp70 inhibitors	MKP-3 inhibition
CN(C)CCOC(=O)c1cn(Cc2ccccc2)c2ccccc12	7.8%	-9%
CCN1CCN(C(=O)Cc2coc3cc(C)cc(C)c23)CC1	-4.7%	-9%
Cc1cccc(-n2c(/C=C\c3ccc(Br)cc3)nc3ccccc3c2=O)c1	-0.1%	4%
CCOC(=O)c1c(C)c(P(=S)(N2CCOCC2)N2CCOCC2)n(C)c1C	-8.7%	-12%
CCN(N=Nc1nonc1OC)c1nonc1OC	2.1%	nt
Cc1cc(OCc2ccc(Cl)cc2)c2c3c(c(=O)oc2c1)CCC3	-3.4%	3%
COC(=O)C1=C(N)OC(C)=C(C(C)=O)C12C(=O)N(C)c1ccccc12 (configuration not stated)	-1.1%	7%
CCOC(=O)CCN=Cc1c(O)n(-c2ccc(Br)cc2)c(=O)[nH]c1=O	9.7%	-4%
CN(C)C(=O)Oc1cccc(NC(=O)N2CCOCC2)c1	-1.3%	nt
C=CCn1c(O)c(C(CC)=NCc2cc(OC)cc(OC)c2)c(=O)[nH]c1=O	-2.9%	-1%
C1CCC2CNCCN2CC1 (configuration not stated)	0.4%	3%
COc1ccc(-n2c(C)nc3cc(C(=O)N4CCC5(CC4)OCCO5)ccc32)cc1	-0.8%	nt
c1ccc(CNCCc2ccc3c(c2)OCO3)nc1	2.3%	nt
O=C1NC(=O)C2(Cc3ccccc3N3CCCC32)C(=O)N1Cc1ccccc1 (configuration not stated)	-0.4%	3%
CCOC(=O)C(C)(C)ON1CC1(C(F)(F)F)C(F)(F)F (configuration not stated)	-2.3%	5%
Cc1ccc(CN2CCN(C)CC2)c(C)c1	-1.9%	-8%
CC(=O)NC(Cc1ccc(N(CCCl)CCCl)cc1)C(=O)O (configuration not stated)	0.3%	nt
CCC(NC(=O)OC(C)(C)C)C(=O)Oc1cc(C)cc2oc(=O)c3c(c12)CCC3 (configuration not stated)	-2.3%	nt
COc1ccc(CC(=O)N2CCN(C)CC2)cc1OC	0.7%	nt
CCCC(=O)OCC[N+](C)(C)C	4.7%	7%
CCCCn1c(O)c(C(CC)=NC(C)c2ccccc2)c(=O)[nH]c1=O (configuration not stated)	-5.5%	nt
COCCNC(=O)c1c(N)n(Cc2ccco2)c2nc3ccccc3nc12	3.1%	nt
O=[N+]([O-])c1cc(F)c(N2CCCCC2)cc1Br	1.2%	3%
CCCCn1c(O)c(C=NC2CC3CCC2(C)C3(C)C)c(=O)[nH]c1=O (configuration not stated)	0.3%	-2%
CC12CCC(CC1=O)C(C)(C)N2 (configuration not stated)	2.3%	-2%
CN1CCN(Cc2ccccc2C(F)(F)F)CC1	-7.0%	-2%
C=CCC1(CN2CCCC2=O)C(=O)NC(=O)NC1=O	-0.6%	nt
O=c1c2ccccc2nc(/C=C/c2ccccc2[N+](=O)[O-])n1-c1ccccc1O	-7.7%	1%
CCCCn1c(O)c(C(C)=NC(C)c2ccccc2)c(=O)[nH]c1=O (configuration not stated)	2.0%	-3%
O=C(Nc1ccc(Cl)cc1C(=O)c1ccccc1Cl)c1ccco1	-4.3%	0%
CCN1CCN(Cc2cc(Br)cc(OC)c2O)CC1	-6.4%	-11%

This is a subset, so the mix of outcomes need not match the whole.
